Screens: PubChem BioAssay, The Scripps Research Institute Molecular Screening Center
CHO-K1 Ca antag = M1 antagonist counterscreen hit in parental CHO-K1 cells. 360,000 compounds, 0.6% hits. ATP-induced calcium, Fluo-8 fluorescence. inhibition, % at 3 µM;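 active = inhibition above a per-plate cutoff, the plate's mean sample inhibition plus 3 SD, cut at about 24% in these data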;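 also: 0% = DMSO plus EC80 ATP and 100% = DMSO alone without ATP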
TAAR1 antagonist = human TAAR1 antagonists, primary screen, Fluo-8 calcium fluorescence, CHO RD-HGA16 cells. Trace amine-associated receptor 1 (Homo sapiens), Q96RJ0. antagonist. inhibition, % at 3 µM. 360,000 compounds, 1.5% hits. AID 624466, 2012;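 active = inhibition above a per-plate cutoff, the mean inhibition of test compounds on that plate plus 3 SD, cut at about 49% in these data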;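 also: 0% = DMSO plus EC80 beta-PEA response and 100% = DMSO alone without agonist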
Target sequence (Q96RJ0 whole entry, looked up): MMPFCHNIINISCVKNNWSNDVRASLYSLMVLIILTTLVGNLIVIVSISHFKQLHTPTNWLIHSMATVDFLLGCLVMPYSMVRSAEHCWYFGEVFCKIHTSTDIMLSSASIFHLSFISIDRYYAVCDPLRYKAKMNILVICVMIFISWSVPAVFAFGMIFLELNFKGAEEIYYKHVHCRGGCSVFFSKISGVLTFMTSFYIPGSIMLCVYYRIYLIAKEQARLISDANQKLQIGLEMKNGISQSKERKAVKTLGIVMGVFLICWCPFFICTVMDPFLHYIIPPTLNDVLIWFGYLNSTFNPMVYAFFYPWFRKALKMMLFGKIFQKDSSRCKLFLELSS
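test system = CHO RD-HGA16 cells bearing hTAAR1 | replication = singlicate | controls = DMSO-only wells and EC80 β-PEA-stimulated wells | reagent = EC80 β-phenethylamine stimulus | read-out basis = percent inhibition of PEA-evoked calcium signal, max/basal emission ratio | schedule = seeding 17-24 h prior, 75-min 37 °C, 30-min RT dye loading | signal = kinetic Fluo-8 calcium fluorescence measurement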
CHO-K1 Ca ag = counter-screen for M1 agonists: effect in parental CHO-K1 cells | Fluo-8 calcium fluorescence; scaled to maximal ATP response, vehicle zero | activation, % at 3 µM | 360,000 compounds, 0.48% hits | AID 602248, 2012; in the data active = activation above about 15%;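 also: untransfected CHO-K1 host cells lacking M1 receptor as counterscreen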
M1 PAM parental = nonselective calcium activators in parental CHO-K1 cells, primary screen, counter-screen for M1 PAM project, cell-based, Fluo-8 calcium fluorescence, full deck, 1536-well. ATP EC20; 0% at ATP EC20, 100% at ATP max. activation, % at 3 µM. 360,000 compounds, 0.02% hits;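 active = activation above the run cutoff, the mean activation of all test compounds plus 3 SD, cut at about 40% in these data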;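 also: peak over basal fluorescence ratio in a 140 s read after ATP addition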
TAAR1 ag = human TAAR1 agonists, primary screen, Fluo-8 calcium fluorescence, CHO RD-HGA16 cells | Trace amine-associated receptor 1 (Homo sapiens), Q96RJ0 | vehicle wells 0%, saturating PEA agonist 100% | activation, % at 3 µM | 360,000 compounds, 0.99% hits | AID 624467, 2012;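 active = activation above the mean activation of all test compounds in the run plus 3 SD, cut at about 38% in these data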
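Test system: RD-HGA16 (CHO) cells co-expressing Gα16 and hTAAR1; dosing: one-point dosing at 3 µM (nominal); timing: 17-24 h seeding, 75 min 37 °C dye, 30 min RT; signal: kinetic Fluo-8 calcium fluorescence; read-out basis: % activation relative to PEA EC100 response; controls: DMSO and PEA EC100; replicates: n 1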
CHO parental Ca = ATP-evoked calcium signal inhibitors, parental CHO, primary screen, counter-screen for OX1R antagonist project, cell-based, fluorescence, Fluo-8 calcium dye | parental CHO-K1, ATP-induced calcium, Fluo-8 fluorescence | inhibition, % at 5.6 µM | 330,000 compounds, 0.63% hits;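 active = inhibition above that plate's mean sample inhibition plus 3 SD, cut at about 26% in these data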;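 also: 0% = ATP-challenged DMSO wells and 100% = DMSO wells without ATP; some compounds past the cut are filed as inactive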
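Test system: untransfected parental CHO cell line. Compound: one dose, 5.6 µM nominal. Detection: intracellular calcium via Fluo-8 no-wash fluorescent dye. Measure: % inhibition. Benchmarks: ATP-challenged DMSO wells low, unchallenged DMSO wells high.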
M1 antag = human M1 muscarinic receptor antagonists, primary screen, CHO-K1 cells, Fluo-8 calcium fluorescence, 1536-well; CHO-K1 hM1, ACh EC80 antagonist; 360,000 compounds, 1.3% hits; inhibition, % at 3 µM;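 active = percent inhibition above its own plate's cutoff, namely the mean of that plate's compound wells plus 3 SD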;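 also: peak over basal fluorescence ratio during 140 s after agonist addition; 0% = ACh EC80 plus DMSO and 100% = DMSO alone without agonist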
Target sequence (P11229 whole entry, looked up): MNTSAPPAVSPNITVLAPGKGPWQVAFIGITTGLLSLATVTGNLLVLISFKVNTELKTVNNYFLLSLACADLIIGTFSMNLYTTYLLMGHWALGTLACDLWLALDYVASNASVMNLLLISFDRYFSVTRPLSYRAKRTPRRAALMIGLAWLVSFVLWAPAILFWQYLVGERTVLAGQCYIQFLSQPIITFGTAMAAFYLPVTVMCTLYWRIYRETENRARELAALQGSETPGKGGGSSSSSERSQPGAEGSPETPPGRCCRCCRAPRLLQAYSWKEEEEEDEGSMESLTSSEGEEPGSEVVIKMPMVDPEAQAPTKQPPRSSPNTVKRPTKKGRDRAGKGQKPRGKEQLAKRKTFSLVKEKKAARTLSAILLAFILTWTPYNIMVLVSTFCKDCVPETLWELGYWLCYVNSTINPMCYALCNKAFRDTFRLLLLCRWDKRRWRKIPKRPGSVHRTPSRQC
CHRM1 agonist = human M1 muscarinic receptor agonists, primary screen, Fluo-8 calcium fluorescence, CHO-K1 cells, HTS. 360,000 compounds, 0.33% hits. activation, % at 3 µM. CHO-K1 hM1, agonist mode; 0% DMSO, 100% acetylcholine EC100;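 active = activation above the run's mean compound activation plus 3 SD, cut at about 16% in these data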;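 also: peak over basal fluorescence ratio within a 140 s kinetic read after compound addition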
CHRM1 PAM = human M1 muscarinic receptor positive allosteric modulators, primary screen, CHO-K1 cells, Fluo-8 calcium fluorescence, 1536-well | Muscarinic acetylcholine receptor M1 (Homo sapiens), P11229 | CHO-K1 hM1, ACh EC20; 0% = ACh EC20, 100% = maximal ACh | activation, % at 3 µM | 360,000 compounds, 0.088% hits; in the data active = activation above about 19%, passing the limit was not always enough
Active calls of the source: *; / = no result given. The order is random; 4.4% or so of the library scored in one or more.

SMILES	CHO-K1 Ca antag	TAAR1 antagonist	CHO-K1 Ca ag	M1 PAM parental	TAAR1 ag	CHO parental Ca	M1 antag	CHRM1 agonist	CHRM1 PAM
COc1ccc(CNC(=O)CCCCCn2c(SCC#N)nc3cc4c(cc3c2=O)OCO4)cc1	-3	11	0.0	-2	5	-5	11	-3	-9
CCn1c2ccccc2c2cc(N)ccc21	-1	-22	0.6	11	7	-22	4	-5	-6
CN1CCC(N2CCN(C3CN(Cc4ccc(F)cc4)S(=O)(=O)C3)CC2)CC1 (stereo not given)	4	-21	0.2	10	1	/	-10	-5	13
C(=N\c1ncnc2sccc12)/NOCc1ccccc1	-16	5	7.0	17	24	-9	1	0	-2
COC(=O)c1sc(NC(=O)CSc2nc3nc(C)cc(C)n3n2)c(C(=O)OC)c1C	-11	-15	1.1	12	5	-3	-9	-3	2
O=C(CSc1n[nH]c(=O)n1Cc1ccco1)Nc1ccccc1	2	4	-0.1	-12	1	6	-31	1	21
Cc1ccc(OCc2ccc(C(=O)Nc3c(C)nn(Cc4c(F)c(F)c(F)c(F)c4F)c3C)o2)c([N+](=O)[O-])c1	-10	20	4.9	-10	3	-7	18	-8	-20
CC1(C)CC(=O)C2=C(C1)N(c1ccccc1)C(=O)C(C(=O)OCc1ccccc1)C2 (stereo not given)	2	-7	1.6	-10	6	/	7	-4	-7
CC(=O)NC1(C(F)(F)F)C(=O)N(Cc2ccccc2)C2=C1C(=O)CC(C)(C)C2 (stereo not given)	-6	13	1.0	23	3	-9	-7	-3	12
COC(=O)/C=C1/SC(=NC(=O)c2ccc(Cl)cc2)NC1=O	3	1	0.9	2	4	6	1	-2	3
O=C(CNc1ccccc1)N/N=C/c1cn(-c2ccccc2)nc1-c1ccccc1	-11	-4	0.6	24	0	-21	-7	-3	3
COc1cc2c(-c3ccc4[nH]ccc4c3)c(-c3ccc(C#N)cc3)oc(=O)c2cc1OC	-1	5	-0.2	-10	-1	-8	19	-9	-16
CCOCCCN(C(=O)Cn1nnc(-c2ccc(OC)c(OC)c2)n1)C(CC)C(=O)NC1CCCC1 (stereo not given)	-8	-27	0.2	12	-1	-18	-14	-3	12
O=C(c1cc(-c2ccc(O)cc2)on1)N1CCN(c2ccccc2)CC1	-7	29	3.1	-8	6	-7	0	0	-3
Cc1cc2c(cc(C(=O)OCC(=O)NCc3ccco3)n2C)s1	-6	-28	0.4	7	0	2	-14	-5	8
CCc1nnc(NC(=O)CSc2nnc(-c3ccccc3O)n2-c2ccc(C)cc2)s1	-5	-10	0.3	13	-1	-23	-11	-4	7
Nc1ccc(C(=O)OCC(=O)Nc2cc([N+](=O)[O-])ccc2F)cc1	6	13	0.8	1	3	-6	-3	-4	1
CC(C)(NO)/C(=N/O)c1cccs1	11	-19	0.1	-5	1	-10	-12	-3	11
C=CCn1c(NC(=O)c2ccccc2)nc2ccccc21	-3	6	-0.2	-9	2	8	7	-4	-6
Cc1ccc(/C=C/S(=O)(=O)NCc2ccc(F)cc2)cc1	8	12	0.3	8	4	-10	-3	-12	-3
CCCSCCCNC(=O)c1cc2c(s1)CS(=O)(=O)C2	-16	-13	0.8	26	10	-4	-8	-7	8
NNC(=O)CCN1CCN(Cc2ccccc2)CC1	-27	-6	1.1	13	0	4	-5	-3	7
COc1cc(Cl)c(C)cc1NC(=O)CSc1ccc(C)cc1	-4	/	0.0	12	/	-26	7	-6	-7
COc1ccc(OCc2cc(C(=O)N(Cc3nccn3C)C(C)C)no2)c2ccccc12	-11	9	5.3	12	5	-24	8	-4	-6
CN1CCN(C2CCN(Cc3ccc(O)c4ncccc34)CC2)CC1	5	-6	-0.1	10	5	-13	10	-5	-5
COc1ccc(C(=O)Nc2ccnn2C2CCN(C(=O)C3CCOC3)CC2)cc1 (stereo not given)	-6	4	2.1	13	0	-10	-13	-1	13
Nc1nc(F)cc(NCc2ccccc2)n1	-11	13	-0.1	3	7	-23	-3	-3	6
COc1ccc(OC)c(C2(O)CSC(=Nc3cccnc3)N2Cc2ccco2)c1 (stereo not given)	-6	10	1.9	7	10	-17	1	-2	2
O=C(Nc1ccc(Oc2ccccc2)cc1)C1CCN(c2c3c(nc4ncnn24)CCC3)CC1	5	57*	2.7	4	28	49*	36*	1	-16
Cc1ccc(N2CC(C(=O)Nc3nnc(C(C)C)s3)CC2=O)cc1 (stereo not given)	-8	1	0.7	21	0	-6	-11	-5	16
CC(C)(C)C(=O)/C=C/Nc1ccccc1O	-8	-15	0.3	9	7	7	1	-4	2
CN(CC(=O)Nc1ccc(Cl)cc1)C(=O)Cc1c(F)cccc1Cl	6	-17	13	20	2	-4	-10	-2	7
Cc1ccn2c(Cc3ccccc3)c(-c3ccccc3)nc2c1	1	-18	1.0	9	1	/	-5	-7	3
CC1CCN(C(=O)c2[nH]cnc2C(=O)N[C@@H](CCCCNC(=O)OC(C)(C)C)C(=O)OC(C)(C)C)CC1	-5	12	0.0	-7	5	-33	6	-3	-3
C/[N+]([O-])=C/c1c(OCc2ccc(Cl)cc2Cl)ccc2ccccc12	-4	-16	1.1	17	3	-18	-9	-4	12
CN(Cc1nc(Cc2ccccc2F)no1)Cc1cccc2ncccc12	1	40	11	-9	10	-10	16	-4	-13
N#CC(=C1Nc2ccccc2N1)S(=O)(=O)c1ccccc1	-1	6	1.6	5	5	-2	-6	0	9
CC1Cc2cccc3ccc(=O)n(c23)C1 (stereo not given)	-9	-30	-0.2	20	11	/	-7	-5	3
CN(Cc1ccccc1)C(=O)c1ccc(NC(=O)Cc2ccc(NC(=O)C3CCN(C(=O)C4CCCC4)CC3)cc2)cc1	-6	-7	0.6	12	0	/	-14	-3	7
O=C(Oc1ccccc1)c1cccc(N2C(=O)CCC2=O)c1	-20	10	1.2	13	12	-3	-28	-2	7
COc1ccc(CCn2nc(C)c([N+](=O)[O-])c2C)cc1	-1	5	-0.2	-7	0	-9	-2	-5	2
CC(C)C(NC(=O)C1CCCCC1)C(=O)N1CCN(c2ccc(F)cc2)CC1 (stereo not given)	-8	-6	-0.3	11	-1	-16	-13	-4	8
COc1ccc(C(=O)Nn2c(SCC(=O)c3ccc(Cl)cc3)nc3ccccc3c2=O)cc1	-3	5	-0.1	3	3	-21	0	-4	-1
Cc1cc(C)cc(N(CC(=O)NCCSCc2ccccc2)S(C)(=O)=O)c1	10	6	0.5	-2	1	-16	4	-5	1
Cc1ccc(S(=O)(=O)CCC(=O)Nc2nc(-c3cccnc3)cs2)cc1	-5	21	0.7	11	5	1	-6	4	13
CN1CCN(CCc2nc3cc(NC(=O)COc4ccccc4)ccc3n2C)CC1	5	-1	0.3	0	0	-6	-10	-5	5
CC1C(O)=C(c2ccccc2)P(=O)(Cc2ccccc2)C1C (stereo not given)	8	-14	-0.2	-6	1	/	/	/	/
COc1ccc(OCCNc2cc(Cl)ccc2[N+](=O)[O-])cc1	-13	-1	-0.1	11	2	-18	-10	-5	3
Cc1cc(N/C=C/C(=O)c2ccccc2)ccc1Br	-8	1	0.1	12	0	-7	-6	-6	2
O=C(COC(=O)COc1ccccc1)NCCC1=CCCCC1	-7	-22	-0.1	-12	0	-11	-2	-5	7

Next part.
SMILES	CHO-K1 Ca antag	TAAR1 antagonist	CHO-K1 Ca ag	M1 PAM parental	TAAR1 ag	CHO parental Ca	M1 antag	CHRM1 agonist	CHRM1 PAM
NNC(=O)COc1ccc(C2SCCS2)cc1	0	-18	0.8	-7	4	-7	-7	-2	2
COCCNC(=O)C(c1ccc(C)cc1)N(C(=O)CCC(=O)Nc1ccccn1)C1CCCCC1 (stereo not given)	-15	-12	0.8	2	9	-13	-19	0	13
Cc1ccc(-c2csc3ncnc(SCC(=O)Nc4nnc(C)s4)c23)cc1	3	7	-0.1	4	8	-1	-8	-3	2
O=C(O)COc1ccccc1/C=N/NC(=O)CN1CCN(Cc2ccc(Cl)cc2)CC1	-3	4	0.6	-7	0	-7	-4	-2	4
Cn1nnc2cc(C(=O)NCc3ccc4c(c3)OCO4)ccc21	-8	-7	0.3	3	3	-7	-12	-1	0
CCCC(C)c1nnc(NC(=O)C2CC(=O)N(CCc3ccc(F)cc3)C2)s1 (stereo not given)	-6	2	1.4	-7	3	-21	-14	-6	7
CCN1CCCC1CNC(=O)CSc1cc(=O)n(CC)c2ccccc12 (stereo not given)	-7	0	0.3	9	2	-1	-5	-8	-2
Cc1ccc(OCC(=O)NCCCNC(=O)c2ccco2)cc1	-1	-11	0.8	0	-3	-7	-13	-3	11
Clc1nc(NC2CCCC2)nc(N2CCOCC2)n1	-4	-9	0.4	9	7	5	-24	2	22
N#CC1CCN(C(=O)c2ccc3c(Cl)c4c(nc3c2)CCCC4)CC1	-18	-11	0.8	24	4	-20	0	-5	2

Next section; the last 4 above are carried over.
SMILES	CHO-K1 Ca antag	TAAR1 antagonist	CHO-K1 Ca ag	M1 PAM parental	TAAR1 ag	CHO parental Ca	M1 antag	CHRM1 agonist	CHRM1 PAM
CCN1CCCC1CNC(=O)CSc1cc(=O)n(CC)c2ccccc12 (stereo not given)	-7	0	0.3	9	2	-1	-5	-8	-2
Cc1ccc(OCC(=O)NCCCNC(=O)c2ccco2)cc1	-1	-11	0.8	0	-3	-7	-13	-3	11
Clc1nc(NC2CCCC2)nc(N2CCOCC2)n1	-4	-9	0.4	9	7	5	-24	2	22
N#CC1CCN(C(=O)c2ccc3c(Cl)c4c(nc3c2)CCCC4)CC1	-18	-11	0.8	24	4	-20	0	-5	2
COc1ccccc1N1CCN(C(=O)C2Cc3ccccc3CN2C(=O)c2ccco2)CC1 (stereo not given)	-20	0	1.6	-9	11	-15	10	1	5
COc1ccc([N+](=O)[O-])cc1NC(=O)CCc1ccccc1	-2	-6	1.6	10	-2	-1	-1	-12	0
Cc1ccc(N=Cc2c(O)n(-c3cc(Cl)ccc3N3CCOCC3)c(=O)c3ccccc23)cc1C	-8	-22	-0.5	8	14	-14	-1	-1	2
O=C(CNC(=O)C(c1ccccc1)c1ccccc1)OCc1ccccc1	-8	-2	0.1	6	2	-16	-9	-5	5
CCOc1ccccc1C(=O)n1nc(C)cc1C	-5	3	0.1	14	14	-12	-19	-6	2
